EBI2 block – EBI2 receptor antagonists, beta-arrestin recruitment, primary screen, cell-based, luminescence, 7a,25-OHC stimulation, uHTS; G-protein coupled receptor 183 (Homo sapiens), P32249; 7a,25-OHC stimulated; inhibition, % at 5 µM; 360,000 tested, 0.81% active; AID 651636, 2012; in the data active = inhibition above about 38%;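 note: enzyme fragment complementation signal reports receptor beta-arrestin coupling in cells; 0% = agonist plus DMSO wells and 100% = wells without agonist; some results beyond the cut were filed as inactive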
Target sequence (P32249 whole entry, looked up, the tested form may be a part): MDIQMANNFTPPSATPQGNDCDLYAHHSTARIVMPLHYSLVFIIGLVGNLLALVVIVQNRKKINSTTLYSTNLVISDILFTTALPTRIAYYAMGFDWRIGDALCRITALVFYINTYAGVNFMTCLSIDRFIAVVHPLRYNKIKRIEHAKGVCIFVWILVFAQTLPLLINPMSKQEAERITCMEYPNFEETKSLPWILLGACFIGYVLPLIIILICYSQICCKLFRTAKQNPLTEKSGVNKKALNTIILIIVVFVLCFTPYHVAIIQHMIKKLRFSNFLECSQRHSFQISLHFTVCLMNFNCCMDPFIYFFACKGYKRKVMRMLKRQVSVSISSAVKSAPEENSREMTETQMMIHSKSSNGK
Jurkat NFkB inh – inhibitors of induced NF-kB luciferase reporter, primary screen, TCR NF-kB activation inhibitor project, cell-based, luminescence, uHTS; Jurkat, PMA/ionomycin-induced NF-kB luciferase reporter; inhibition, % at 4 µM; 330,000 tested, 0.53% active; AID 435003, 2010
Gli-Sufu block – Gli-Sufu pathway antagonists, primary screen, luciferase luminescence, Sufu-KO-LIGHT cells, uHTS; inhibition, % at 5 µM; AID 588413, 2011; 340,000 tested, 0.74% active; Sufu-KO-LIGHT fibroblasts, Gli luciferase reporter luminescence;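 active = inhibition above about 55%, limit read from the data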;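 note: 0% = DMSO-treated cells and 100% = wells with medium but no cells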
UBC13 inh – UBC13 polyubiquitin chain formation inhibitors, primary screen, biochemical, TR-FRET, uHTS; Ubiquitin-conjugating enzyme E2 N (Homo sapiens), P61088; 330,000 tested, 0.47% active; AID 485273, 2010; inhibition, % at 20 µM; in the data active = inhibition above about 45%, passing the limit was not always enough; inconclusive = no clear call, values can overlap the other calls
CCR6 antagonist – CCR6 receptor antagonists, primary screen, cell-based, CHO-K1, luminescence, beta-arrestin, uHTS | C-C chemokine receptor type 6 (Homo sapiens), P51684 | CHO-K1 CCR6 PathHunter beta-arrestin, CCL20-stimulated | inhibition, % at 20 µM | 340,000 tested, 0.49% active;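 active = compounds whose inhibition of the agonist-driven luminescence signal at 20 µM reaches about 50%, limit read from the data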;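 note: cells stimulated with CCL20 at 14 nM final; plate controls were DMSO with CCL20 for no effect and DMSO without agonist for full effect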
Target sequence (P51684 whole entry, looked up): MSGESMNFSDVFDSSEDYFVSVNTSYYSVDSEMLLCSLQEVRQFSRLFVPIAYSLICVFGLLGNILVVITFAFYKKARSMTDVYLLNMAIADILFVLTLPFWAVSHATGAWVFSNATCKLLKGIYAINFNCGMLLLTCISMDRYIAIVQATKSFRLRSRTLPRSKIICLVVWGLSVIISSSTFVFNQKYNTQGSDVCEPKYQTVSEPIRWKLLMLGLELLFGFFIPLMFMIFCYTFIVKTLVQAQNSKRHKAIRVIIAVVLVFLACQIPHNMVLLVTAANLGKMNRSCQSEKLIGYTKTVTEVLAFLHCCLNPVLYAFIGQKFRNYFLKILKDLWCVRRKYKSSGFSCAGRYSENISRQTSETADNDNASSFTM
Apaf-1 inh – inhibitors of human Apaf-1 apoptosome, primary screen, biochemical, DEVD-Rh110 fluorescence, uHTS. Apoptotic protease-activating factor 1 (Homo sapiens), O14727. reconstituted apoptosome caspase-3 activity. inhibition, % at 20 µM. 330,000 tested, 0.71% active. AID 489030, 2010; active = inhibition of at least 40% at 20 µM;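 note: plate controls were DMSO wells for no effect and DEVD-CHO caspase inhibitor wells for full effect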
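Assay system: Apoptosome proteins | Medium: pH 7.5 Hepes buffer with CHAPS, BSA, DTT | Also added: Cytochrome c and DEVD-Rh110 substrate | Times: 30 min plus 50 min, RT | Detection: Rhodamine 110 fluorescence at Ex 480/Em 540 nm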
SENP8 inh – SENP8 protease inhibitors, primary screen, biochemical, luminescence. Sentrin-specific protease 8 (Homo sapiens), Q96LD8. purified SENP8, Z-RLRGG-aminoluciferin cleavage. inhibition, % at 10 µM. 330,000 tested, 1.2% active
Target sequence (Q96LD8 whole entry, looked up): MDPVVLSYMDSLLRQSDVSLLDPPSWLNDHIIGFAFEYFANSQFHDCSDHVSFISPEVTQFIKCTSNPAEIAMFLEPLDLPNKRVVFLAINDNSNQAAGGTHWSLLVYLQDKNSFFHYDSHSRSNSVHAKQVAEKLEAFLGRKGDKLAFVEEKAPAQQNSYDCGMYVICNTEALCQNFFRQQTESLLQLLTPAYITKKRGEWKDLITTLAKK
697 NFkB inh – inhibitors of PMA/ionomycin-induced NF-kB reporter, 697 cells, primary screen, B-cell NF-kB inhibitor project, cell-based, luminescence, uHTS; 697 B-cell NF-kB luciferase reporter, 16 h; inhibition, % at 4 µM; 330,000 tested, 0.33% active; AID 435022, 2010; in the data active = inhibition above about 35%
* = called active by the depositor; ? = inconclusive; / = not tested or not shown. Cut-off read from the data, not from the text of the source, unless noted: active = inhibition above about 50%; inactive = the rest. Not all compounds are listed; rates above refer to the full screens.

Second line of a record: EBI2 block	Jurkat NFkB inh	Gli-Sufu block	UBC13 inh	CCR6 antagonist	Apaf-1 inh	SENP8 inh	697 NFkB inh
> CCOc1ccc(C2CC(=O)NC(SCC(=O)OC)=C2C#N)cc1 (stereo not given)
    1	7	10	6	-8	9	-1	9
> COc1cccc2sc3cc(C#CC4(O)CCCCC4)ccc3c(=O)c12
    28	-11	13	?	5	40*	30	-136
> Cc1ccc(NC(=O)CSc2nc(N)cc(=O)[nH]2)cc1S(=O)(=O)N1CCOCC1
    -12	-16	4	-16	-2	-13	-1	-5
> O=C(O)c1cc(S(=O)(=O)NCCN2CCNC2=O)ccc1O
    -13	-4	-10	-1	9	-5	-4	-12
> CN(Cc1nc(-c2ccncc2)no1)S(=O)(=O)c1ccc(Br)cc1
    6	4	-4	6	12	0	-1	-3
> Cc1ccc(C)n1/N=C1/NC(=O)CS1
    -2	-13	4	-4	1	-2	8	17
> CCCCOc1ccc(-c2nnc(-c3ccncc3)o2)cc1
    0	-59	-59	2	-3	30	1	-157
> CCn1c(N)c(C(=O)NCCOC)sc1=S
    7	-5	23	-14	-21	0	-12	-4
> COc1ccccc1N1Cc2ccc(OC)c(OC)c2C1=O
    -4	5	6	-6	6	-3	-3	17
> O=C(CC1C(=O)NCCN1Cc1ccccc1C(F)(F)F)NC1CCCCC1 (stereo not given)
    -3	-7	-12	-12	22	20	-4	-6
> O=C(O)CSc1nnc(-c2ccncc2)n1CCc1ccccc1
    -7	-2	-24	3	0	-11	-8	8
> Cc1nnsc1NC(=O)OCC(C)(C)C
    -3	3	-2	-4	-11	0	-6	-17
> O=C(Nc1cc(S(=O)(=O)N2CCOCC2)ccc1Cl)c1ccncc1
    -2	10	4	-1	5	7	0	-6
> CCn1c(=O)cc(SCC(=O)NCc2cccnc2)c2ccccc21
    -3	-7	12	28	-5	-21	-3	5
> O=C(NNC(=O)c1ccccc1F)c1ccc(S(=O)(=O)N2CCCCC2)cc1
    1	13	1	6	6	4	5	7
> N#Cc1cc([N+](=O)[O-])ccc1N1CCN(c2ccccc2O)CC1
    7	-21	-7	5	2	-10	-2	-15
> CCCNC(=O)c1cc(S(=O)(=O)N2CCCCC2)c[nH]1
    -2	-5	4	0	0	4	-2	4
> CC(=O)Nc1ccc(CN(C)CC2CCCN(CCc3cccc(C(F)(F)F)c3)C2)cc1 (stereo not given)
    -3	5	37	-9	14	4	-7	-27
> Cc1cccc(C)c1NC(=O)c1cnccn1
    -1	2	-4	-4	17	-13	-13	-6
> O=C(NCCCN1CCOCC1)c1cc(-c2ccc(Cl)cc2)on1
    1	-2	12	12	-2	-8	-10	46*
> Nc1nc(SCc2nc(-c3ccccc3)no2)[nH]c(=O)c1-c1ccccc1
    -8	8	-8	11	6	-11	-2	11
> CC(=O)c1ccc(S(=O)(=O)N2CCN(C(=O)CSc3ccc(C)c(C)c3)CC2)cc1
    70*	2	-25	-4	3	24	-12	-1
> CC(C)Cn1c(SCC(=O)N2CCCc3ccccc32)nc2ccccc2c1=O
    /	9	6	14	38	6	3	0
> CCOC(=O)c1cccc(NC(=O)CSc2nnc(C3CCCCC3)n2C)c1
    -3	-17	-3	-8	5	15	-6	0
> S=c1nc(Cc2ccccc2)[nH]c2ccccc12
    4	-20	5	?	17	11	0	-39
> CCc1ccccc1NC(=O)C1COc2ccccc2O1 (stereo not given)
    16	-3	29	-4	20	-2	-1	-2
> CC(=O)c1c(O)cc(=O)n(-c2ccccc2)c1-c1ccc(C)cc1
    -5	-4	3	-13	0	14	-14	6
> CNC(=O)COC(=O)c1cc(-c2ccccc2)nn1-c1ccccc1
    6	-8	-9	-9	8	4	-8	3
> O=C(c1ccccc1)C(Cn1cncn1)C(Sc1ccccc1)c1ccccc1 (stereo not given)
    16	13	-19	11	4	19	0	-11
> COC(=O)c1cccc(NC(=O)/C=C/c2ccc([N+](=O)[O-])cc2)c1
    1	12	-32	-3	12	-2	-2	-16
> Cc1ccc(S(=O)(=O)Nc2cccc(-c3ccc(N4CCCCCC4)nn3)c2)cc1
    2	-59	-8	-6	14	14	2	-81
> CN(Cc1cnn(C)c1)C(=O)c1cc(COc2c(F)cccc2F)on1
    -8	-25	-13	-8	-1	-9	-10	-20
> Cc1cc(C(F)F)n2ncc(C(=O)N3CCCCC3)c2n1
    2	-6	1	4	11	-2	-3	5
> CCOCCCNC(=O)C(NC(=O)C1CCC(=O)N1)c1ccc(C)cc1 (stereo not given)
    -7	6	-1	-4	-1	-4	1	3
> COc1ccc(-n2ccnc2)cc1
    -13	3	-4	13	-18	2	-3	18
> COc1ccc(Cc2nnc(NS(C)(=O)=O)s2)cc1
    -14	-5	-21	19	-10	-16	5	8
> CN(C)c1ccc(NC(=O)c2cnsn2)cc1
    -11	-71	-45	18	4	-12	-2	-62
> Cc1ccc(CNc2c(C=O)c(=O)[nH]c3ccccc23)cc1
    -6	13	-17	2	18	-8	1	1
> O=c1onc(-c2cccs2)n1Cc1ccccc1
    -3	-2	8	4	3	4	1	-14
> Cc1cc(NC(=O)CN2CCOCC2)n(-c2nc3ccccc3s2)n1
    /	5	5	1	-9	18	-2	23
> COc1ccc(CNC(=O)CCc2nnc3ccc(N4CCC5(CC4)OCCO5)nn23)cc1
    2	11	-14	2	-7	9	8	-16
> O=C(Nc1ccncc1)c1ccc(Cl)c(S(=O)(=O)N2CCCCC2)c1
    -9	20	36	4	-5	11	12	-45
> Cc1ccc(NC(=O)CC2NCCNC2=O)cc1 (stereo not given)
    -5	0	1	2	-8	-6	-2	6
> N#Cc1ccc(C(=O)OCC(=O)N2CCCCCC2)cc1
    -11	-3	-4	0	7	7	3	15
> CCn1nc(C)cc1Nc1ccccc1
    0	7	4	-4	-5	-6	-3	9
> Cn1nnnc1SCc1nc2scc(-c3ccc(Cl)cc3)c2c(=O)[nH]1
    -4	18	2	-2	7	18	-22	-39
> CC1CCC(N2CCN(c3ncccn3)CC2)C1 (stereo not given)
    -8	-11	5	6	-13	4	6	3
> CCC(C)NS(=O)(=O)c1ccc(NC(=O)C2CCCO2)cc1 (stereo not given)
    -2	1	1	-5	-7	2	-10	-15
> Cc1ccc(S(=O)(=O)N2CCN(C(=O)N(C)C)CC2)cc1
    3	18	-10	0	1	-1	-4	-7
> COc1cc(C)ccc1OCCCOc1c(Cl)cccc1Cl
    9	-15	-21	-10	29	15	-3	-18
> CC(Sc1nccn1C)C(=O)NC1(C#N)CCCCC1 (stereo not given)
    -13	-13	5	6	13	8	5	-9
> OCC1(Cc2ccc(F)cc2F)CCCN(CCCc2ccccc2)C1 (stereo not given)
    -48	17	13	10	-8	4	9	-6
> CCN(CC)S(=O)(=O)c1cc(C)ccc1SC
    -1	25	9	-2	3	-1	4	-27
> COc1cc(NC(=S)NCc2ccc(S(N)(=O)=O)cc2)c(OC)cc1Cl
    -11	10	2	2	13	-3	-5	4
> CNCc1ccccc1Sc1ccc(OC)cc1
    -11	-2	8	-2	1	12	-13	-11
> N=c1oc2cc(O)ccc2cc1C(=O)Nc1ccc(F)cc1
    -9	-36	13	14	-44	0	92*	-167
> CC1(C)Cc2ccccc2-c2nnc(SCc3ccc(C#N)cc3)n21
    16	-3	4	-4	6	16	3	-1
> CC(=O)N(CCC1(C(C)C)CCOC(C)(C)C1)Cc1ccco1 (stereo not given)
    -13	16	0	-6	-1	16	-4	-1
> COc1ccccc1-c1nc(C#N)c(N2CCC(Cc3ccccc3)CC2)o1
    4	-8	28	3	5	17	-7	8
> COc1cccc(S(=O)(=O)NCc2ccc(C(=O)NCC3CCCO3)cc2)c1 (stereo not given)
    -10	-10	-1	-2	-22	-1	-15	-1

(more compounds)
Second line of a record: EBI2 block	Jurkat NFkB inh	Gli-Sufu block	UBC13 inh	CCR6 antagonist	Apaf-1 inh	SENP8 inh	697 NFkB inh
> Nc1nc(SCC(=O)NCc2ccco2)[nH]c(=O)c1-c1ccccc1
    0	-25	5	-3	5	-1	3	-34
> CSCc1c(C(=O)NC2CCCc3ccccc32)oc2ccccc12 (stereo not given)
    17	-4	-5	0	10	12	-3	-5
> Clc1ccc(CNC2CCN(Cc3ccccc3)CC2)cc1
    -2	18	30	-5	0	9	-16	-5
> Cc1cccc2sc(N(CCN3CCOCC3)C(=O)CCS(=O)(=O)c3ccccc3)nc12
    -3	1	8	59*	-1	10	-3	-11
> CCn1c(CN2CCN(c3cccc(C)c3C)CC2)n[nH]c1=S
    6	1	25	5	21	11	-3	-35
> COCCn1cc(-c2csc(N)n2)c2ccccc21
    -2	3	-3	-7	3	-3	-6	0
> CCc1cc2cc(C)c(C)cc2nc1SCC(=O)NNC(=O)c1ccco1
    0	8	-8	-3	9	1	-9	-9
> COc1ccc(C(O)P(=O)(OCc2ccccc2)c2ccc(N(C)C)cc2)cc1 (stereo not given)
    -3	7	2	2	-2	-1	4	18
> O=C(CCNS(=O)(=O)c1cccs1)Nc1nccs1
    -5	-8	-21	-8	11	4	1	-21
> CCN(CC(=O)Nc1ccccc1C(F)(F)F)C(=O)CCOc1ccc(C)cc1
    -3	5	-5	-6	2	5	-5	1
> Cc1cccc(N(CC(=O)NC2CCCCC2)C(=O)CCC(=O)Nc2ccccn2)c1
    /	-6	/	-3	/	17	-12	-7
> CCCCN=C1N/C(=C\c2ccco2)C(=O)N1c1ccccc1
    -2	9	-21	-18	15	7	-2	5
> COc1ccccc1NC(=O)COc1ccc(C(=O)OCC(=O)NC(C)(C)C)cc1OC
    4	4	-9	14	-7	2	0	8
> COc1ccc(CCCNC(=O)C2CCC(=O)N(CCc3cccc(F)c3)C2)cc1 (stereo not given)
    22	8	1	5	17	12	-9	13
> Cc1cc(NC(=O)CSc2nc3c(C)cccc3cc2C)no1
    3	-15	0	4	13	4	-4	2

697 NFkB inh: hit marks shown above.
compound	EBI2 block	Jurkat NFkB inh	UBC13 inh	CCR6 antagonist	697 NFkB inh
O=C(NCCCN1CCOCC1)c1cc(-c2ccc(Cl)cc2)on1	1	-2	12	-2	46*

Next records follow:
Second line of a record: EBI2 block	Jurkat NFkB inh	Gli-Sufu block	UBC13 inh	CCR6 antagonist	Apaf-1 inh	SENP8 inh	697 NFkB inh
> COc1ccccc1CNC(=O)CCCN1C(=O)COc2ccc(C)cc21
    1	6	2	14	6	-12	-8	12
> Cc1nc2nc(CNC(=O)OC(C)(C)C)nn2c(C)c1CCC(=O)Nc1ccc2c(c1)OCO2
    2	2	33	-7	8	0	-5	-3
> COCCNC(=O)C(c1cccs1)N(C(=O)Cn1nnc2ccccc21)c1ccc(OC)cc1 (stereo not given)
    4	-7	-9	-6	14	5	-10	-6
> COc1ccc(N2CCN(C(=O)CCCCCn3c(=S)[nH]c4cc5c(cc4c3=O)OCO5)CC2)cc1
    5	2	3	12	-5	4	-3	-5
> O=C(c1ccc(Cl)c(F)c1F)N1CCCC1
    -1	15	-1	3	-8	3	8	10
> S=C(NCCN1CCCCC1)Nc1ccccc1
    4	16	-2	3	12	-14	6	7
> O=[N+]([O-])c1cc(C(F)(F)F)ccc1N/N=C/c1cc2ccccc2nc1Cl
    /	2	/	-42	/	-7	9	16
> Cc1cc(OC(=O)c2ccccc2Cl)cc(=O)n1C
    -2	10	16	7	10	-13	-5	39*
> NNc1nc(-c2ccccc2)cc(-c2ccccc2)n1
    15	-2	-12	14	63*	16	-2	9

Screening data as filed in PubChem.
